CRFBP-R2 agonist: agonists of human CRF-binding protein/CRF-R2 receptor complex; HEK293 CRF-R2/CRF-BP, calcium dye fluorescence (FLIPR); percent of saturating CRF peptide response; 350,000 compounds, 0.46% hits; activation, % at 13.2 µM;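 active = activation of at least 50%, plus an integration ratio under a set limit after plate pattern correction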;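 also: plate controls were neutral control wells without compound for no effect and CRF at EC100 for full effect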
CHRM5 agonist: CHRM5 agonism in calcium assay; CHO-K1 hM5 cells, Fluo-8 calcium fluorescence; 0% DMSO wells, 100% maximal acetylcholine response; activation, % at 3 µM; 360,000 compounds, 0.19% hits; AID 624037;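 active = activation above the run's mean over test compounds plus 3 SD, cut at about 23% in these data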;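 also: signal is peak over basal fluorescence ratio across the kinetic read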
Target sequence (P08912 whole entry, looked up): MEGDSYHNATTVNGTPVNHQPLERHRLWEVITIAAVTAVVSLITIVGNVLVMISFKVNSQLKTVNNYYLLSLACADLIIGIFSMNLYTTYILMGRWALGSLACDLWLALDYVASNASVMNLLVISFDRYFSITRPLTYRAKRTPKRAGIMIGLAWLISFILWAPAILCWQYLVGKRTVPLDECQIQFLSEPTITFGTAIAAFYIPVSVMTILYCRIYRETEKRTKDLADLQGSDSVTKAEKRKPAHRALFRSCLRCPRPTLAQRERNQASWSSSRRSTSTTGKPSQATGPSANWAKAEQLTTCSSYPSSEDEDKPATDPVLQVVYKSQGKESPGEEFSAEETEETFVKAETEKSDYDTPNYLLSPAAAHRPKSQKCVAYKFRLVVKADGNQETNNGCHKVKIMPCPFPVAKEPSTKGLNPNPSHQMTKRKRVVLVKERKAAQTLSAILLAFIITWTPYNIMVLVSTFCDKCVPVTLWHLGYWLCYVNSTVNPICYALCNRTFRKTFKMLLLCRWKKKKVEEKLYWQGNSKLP
CHRM4 PAM: potentiates acetylcholine response at human M4 receptor; P08173; CHO-K1 hM4/Gqi5, Fluo-8 calcium fluorescence, ACh EC20; 0% = ACh EC20, 100% = maximal ACh; activation, % at 3 µM; 360,000 compounds, 0.4% hits;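 active = activation above its plate's cutoff, the mean activation of sample wells plus 3 SD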; also: some results filed as inactive read as strong as hits
M5 PAM: positive allosteric modulators of human muscarinic M5 receptor | P08912 | CHO-K1 hM5, Fluo-8 calcium, ACh EC20 PAM; 0% = ACh EC20, 100% = ACh EC100 | activation, % at 3 µM | 360,000 compounds, 0.3% hits | AID 624038;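 active = activation above the run cutoff, the mean activation of all test compounds plus 3 SD, cut at about 18% in these data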
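System – CHO-K1 hM5 cells · Compound – 3 µM, single dose · Incubation – compound preincubation 140 s before EC20 acetylcholine addition · Technique – Fluo-8 calcium fluorescence · Measure – Max/basal fluorescence ratio as % of EC20–EC100 ACh window · Benchmarks – low control EC20 acetylcholine (0%), high control EC100 acetylcholine (100%) · Replication – singlicate, one well per test compound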
CHO-K1 Ca PAM: M1 PAM counterscreen hit in parental CHO-K1 cells; activation, % at 3 µM; 360,000 compounds, 0.02% hits; ATP EC20, Fluo-8 calcium fluorescence; 0% at ATP EC20, 100% at ATP max;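 active = activation above the run cutoff, the mean activation of all test compounds plus 3 SD, cut at about 40% in these data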;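 also: peak over basal fluorescence ratio in a 140 s read after ATP addition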
TAAR1 agonist: human TAAR1 agonism. Q96RJ0. CHO RD-HGA16 TAAR1, Fluo-8 calcium fluorescence; vehicle wells 0%, saturating PEA agonist 100%. activation, % at 3 µM. 360,000 compounds, 0.99% hits. AID 624467;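 active = activation above the mean activation of all test compounds in the run plus 3 SD, cut at about 38% in these data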
Target sequence (Q96RJ0 whole entry, looked up): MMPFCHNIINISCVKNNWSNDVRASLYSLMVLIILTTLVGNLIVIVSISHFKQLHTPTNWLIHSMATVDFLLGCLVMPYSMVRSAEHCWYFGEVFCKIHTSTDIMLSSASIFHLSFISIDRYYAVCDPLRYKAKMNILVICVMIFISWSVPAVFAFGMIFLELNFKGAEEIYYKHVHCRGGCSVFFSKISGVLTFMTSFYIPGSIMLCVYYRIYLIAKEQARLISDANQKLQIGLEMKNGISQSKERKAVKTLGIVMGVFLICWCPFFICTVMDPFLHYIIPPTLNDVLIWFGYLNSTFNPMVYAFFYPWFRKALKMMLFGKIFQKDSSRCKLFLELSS
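Assay system – CHO-derived RD-HGA16 cells with stable Gα16 and human TAAR1 · Compound dosing – one-point dosing at 3 µM (nominal) · Incubation – 17-24 h seeding, 75 min 37 °C dye, 30 min RT · Measured by – kinetic Fluo-8 calcium fluorescence · Control set – DMSO vehicle as 0%, PEA at EC100 as 100% · Repeats – single well for each compound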
CRFR2-BP antag: antagonists of CRF-binding protein/CRF-R2 receptor complex. HEK293 CRF-R2/CRF-BP, CRF-induced calcium fluorescence. inhibition, % at 11.8 µM. 350,000 compounds, 0.59% hits;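 active = inhibition of the ligand-induced calcium signal above about 50% at the single tested concentration, limit read from the data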
CHRM5 antagonist: CHRM5 antagonism in calcium assay; 360,000 compounds, 0.59% hits; inhibition, % at 3 µM; P08912; AID 624040; CHO-hM5 cells, Fluo-8 calcium fluorescence, ACh EC80;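 active = inhibition above a per-plate cutoff, the mean of that plate's test compounds plus 3 SD, cut at about 27% in these data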;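 also: 0% = acetylcholine EC80 with DMSO and 100% = DMSO without agonist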
TAAR1 antagonist: antagonists of human TAAR1; CHO RD-HGA16 TAAR1, Fluo-8 calcium fluorescence, antagonist; inhibition, % at 3 µM; AID 624466; 360,000 compounds, 1.5% hits;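 active = inhibition above a per-plate cutoff, the mean inhibition of test compounds on that plate plus 3 SD, cut at about 49% in these data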;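 also: 0% = DMSO plus EC80 beta-PEA response and 100% = DMSO alone without agonist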
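Assay system: RD-HGA16 CHO cells with stable hTAAR1 and Gα16 / Reagent: EC80 β-phenethylamine stimulus / Doses: 3 µM, single point / Timing: dye loading 75 min at 37 °C, then 30 min room temperature / Measured by: Fluo-8 intracellular calcium dye fluorescence, real-time kinetic reads / Controls: vehicle wells and EC80 agonist wells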
Starred values were filed as active, the others as inactive; . = no result given.

Every second line gives: CRFBP-R2 agonist	CHRM5 agonist	CHRM4 PAM	M5 PAM	CHO-K1 Ca PAM	TAAR1 agonist	CRFR2-BP antag	CHRM5 antagonist	TAAR1 antagonist
COc1ccc(NC(=O)N2CCN(C(=O)C(Cc3ccc(F)cc3)NC(C)=O)CC2)cc1 (stereo not drawn)
 : -1.3	0	-4	-7	-7	5	0	17	-12
Cc1c(NC(=O)c2ccc(Cl)c([N+](=O)[O-])c2)cccc1-n1cnnn1
 : 0.5	1	10	3	14	2	3	6	-13
Cc1cc(NC(=O)CSc2nnc(CNC(=O)c3ccc(F)cc3)o2)no1
 : 0.8	-3	4	-5	25	-1	-5	7	-16
Cc1cccc(Nc2nc(N)nc(CSc3nccn3C)n2)c1
 : -0.8	-1	-3	-2	-8	8	7	1	1
CCOc1ccc(NC(=O)NC2CCCc3ccccc32)cc1 (stereo not drawn)
 : -0.3	-4	1	-1	-5	0	23	-2	-11
COc1cccc(CNC(=O)c2cc(S(=O)(=O)N3CCOCC3)ccc2N2CCCC2)c1
 : 0.1	1	0	-7	-14	6	-4	4	13
O=C(O)/C=C/c1cccc(NS(=O)(=O)c2ccccc2)c1
 : -1.1	-2	1	1	-3	-3	4	-3	4
Cc1nc2ccccc2nc1CN1CCN(Cc2ccc(F)c(F)c2)C(CCO)C1 (stereo not drawn)
 : 2.3	-3	-9	3	16	-1	-14	1	-13
CCC(C)(C)n1nnnc1C(c1ccncc1)N1CCN(c2cccc(OC)c2)CC1 (stereo not drawn)
 : -1.4	1	-10	-9	-4	-1	-37	7	32
COc1ccc2c(c1)C=C(C(=O)NCc1ccc(Cl)cc1)CO2
 : -2.1	-4	9	-10	16	6	-24	10	17
COc1nc(NC(C)(C)C)nc(Oc2ccc(=O)n(-c3ccccc3)n2)n1
 : -0.9	4	-2	-3	15	18	2	-2	5
CC1(C(=O)O)CCC(C(=O)Nc2ccccc2)C1(C)C (stereo not drawn)
 : 0.7	3	19	-1	21	2	12	-2	-6
COc1ccc(CN(Cc2ccc(C(=O)O)cc2)C(=S)Nc2ccccc2Cl)cc1OC
 : 2.3	-4	-2	0	18	3	-13	9	8
CC1NC(=O)N(C)C2NC(=O)N(C)C(c3ccccc3)C12 (stereo not drawn)
 : 4.0	-1	-1	0	16	2	3	1	-11
COc1cc(/C=c2\sc3n(c2=O)CCCN=3)ccc1O
 : 6.8	-1	-1	6	9	8	-2	-5	-3
Cc1cccc(OCc2nnc(SCC(=O)Nc3cc(C)on3)n2C)c1
 : -2.5	2	11	12	11	10	1	-8	10
O=C(Oc1ccc(-n2cnnn2)cc1)c1ccccc1
 : 1.0	-4	-3	-5	-14	3	4	6	0
CC(=O)Cc1nsc(NC(=O)c2ccc(COc3ccccc3)o2)n1
 : 0.7	1	3	0	1	6	1	-2	-9
CCS(=O)(=O)N1CCN(Cc2c[nH]c3ccccc23)CC1
 : -0.4	2	-6	8	22	4	-1	6	-5
CNC(=O)C1CN(C(=O)c2nn(Cc3ccccc3)c(=O)c3ccccc23)c2ccccc2O1 (stereo not drawn)
 : -0.7	0	-5	-6	2	4	-14	-2	2
Cc1nc2nc(COc3ccccc3)nn2c(C)c1Cl
 : -1.7	-2	5	-2	-1	1	17	-5	2
CCCn1cc(C(=O)OCC)c(=O)c2cc(F)c(F)cc21
 : 2.8	3	2	-5	19	10	0	8	-40
Cc1n[nH]c(=O)nc1NC(C)c1ccccc1 (stereo not drawn)
 : -1.0	1	15	-4	11	4	4	6	3
COc1ccccc1NC(=S)N(Cc1ccco1)Cc1cc2cc(C)ccc2[nH]c1=O
 : 3.9	-5	19	-6	6	1	-23	8	6
Cc1cccc(Cn2ccc(N)n2)c1
 : 0.4	-2	-7	-1	-12	-1	-8	5	8
CCN(C(=O)COc1ccccc1)C1CCCCC1
 : 0.3	2	-2	9	14	2	7	-1	-7
Cc1c(Cl)c([N+](=O)[O-])nn1CC(=O)NCc1cccs1
 : -1.6	-3	10	1	13	0	8	-2	3
CCn1cc(/C=N/NC(=O)c2ccc3c(c2)OCO3)c(C)n1
 : -1.7	-5	1	-16	16	7	-4	7	8
COc1cccc(CNC(=O)Cn2ccc3cc(S(=O)(=O)N4CCCCCC4)ccc32)c1
 : -0.3	-4	6	-8	7	4	3	20	2
CCOC(=O)C1(Cc2cccc(OC)c2)CCCN(S(=O)(=O)N(C)C)C1 (stereo not drawn)
 : -0.7	2	-4	-7	-7	0	1	3	2
COC(=O)Cn1c2nc3ccccc3nc2c2cccc(C)c21
 : 0.1	-3	0	-6	3	0	12	13	5
COc1ccc(C2CC(=O)Oc3ccc(C(C)(C)C)cc32)cc1 (stereo not drawn)
 : -0.3	-2	0	-10	8	21	14	7	52*
COCC1CCN(C(=O)c2ccc3oc(C(C)C)nc3c2)C1 (stereo not drawn)
 : -1.4	2	-2	-1	2	0	0	0	-6
COc1ccccc1NC(=O)CCNC(=O)c1ccc(C)cc1
 : -1.5	3	-4	9	6	0	19	0	-9
O=C(Nc1ccccc1-c1ccccc1)c1cnccn1
 : -1.3	-2	2	-8	-7	1	10	7	-9
O=C(CSc1nnnn1-c1ccc(F)cc1)NNC(=O)c1ccco1
 : 0.8	0	-8	1	8	1	-18	8	-15
c1ccc(CCc2nc(-c3ccncc3)no2)cc1
 : -0.9	-1	-1	4	0	13	6	-12	-6
COc1ccc(N(CC(=O)N2CCN(c3ccc(F)cc3)CC2)S(=O)(=O)c2c(C)noc2C)cc1
 : -0.8	-5	-2	-5	5	0	-15	8	2
CCCc1c(-c2ccccc2F)ncn1CCc1ccccc1OC
 : .	0	-12	-19	5	17	.	4	38
CC(=O)Nc1cccc(C(=O)N2CCN(Cc3ccccc3)CC2)c1
 : -0.5	3	20*	6	-7	5	2	1	9
Cc1ccc(CNC(=O)Nc2ccc3c(c2)N(C)C(=O)CS3)cc1
 : 1.6	-1	-5	-13	20	9	16	4	21
COc1ccc(/C=N/Nc2nc(-c3cccc(S(=O)(=O)N4CCCC4)c3)cs2)cc1OC
 : -0.7	-3	-2	-6	20	1	7	9	-1
COc1cccc(CN(C(=O)c2cnccn2)C(C(=O)NC2CCCCC2)c2cc(OC)c(OC)c(OC)c2)c1 (stereo not drawn)
 : -2.1	-1	3	1	4	3	5	-6	9
COC(=O)c1ccc(OCC(O)CN2CCc3cc(OC)c(OC)cc3C2c2ccccc2)cc1 (stereo not drawn)
 : 0.6	-4	-6	-4	7	-1	24	6	-15
O=C(Cc1ncc(C(F)(F)F)cc1Cl)Nc1cccc(Br)c1
 : 1.7	-2	-2	-5	11	3	-28	2	16

Look-ups from above:
CC(=O)Nc1cccc(C(=O)N2CCN(Cc3ccccc3)CC2)c1 in CRFBP-R2 agonist → -0.5
COCC1CCN(C(=O)c2ccc3oc(C(C)C)nc3c2)C1 (stereo not drawn) in M5 PAM → -1

Next compounds
Every second line gives: CRFBP-R2 agonist	CHRM5 agonist	CHRM4 PAM	M5 PAM	CHO-K1 Ca PAM	TAAR1 agonist	CRFR2-BP antag	CHRM5 antagonist	TAAR1 antagonist
COc1ccc(NC(=O)CN(C)C(=O)c2ccccc2Sc2ncnc3sc(C)c(C)c23)cc1
 : -0.1	1	-7	-20	-4	14	12	16	42
O=C(NN=C1CCCCCC1)c1ccc(Br)o1
 : 17	-1	10	5	23	3	-5	-3	-2
CCc1nn(CC(=O)Nc2cc(C)ccc2C)c(=N)s1
 : 1.0	-5	-11	1	17	0	-1	0	-17
O=C(OCc1c(-c2ccccc2)ncc2ccccc12)c1ccc(F)cc1
 : 2.0	-1	4	5	2	1	1	12	24
COc1cc(C(=O)NCC(=O)N2CC=C(c3ccccc3)CC2)cc(OC)c1OC
 : -0.6	-2	9	1	6	-1	-9	-1	-14
O=c1ccc(Br)c[nH]1
 : 2.7	1	1	-1	19	0	-8	-1	-8
Cc1cc(NS(=O)(=O)c2ccc(NC(=O)COc3ccc(Cl)cc3)cc2)no1
 : -1.0	-1	1	11	15	3	18	-6	-1
O=C(CCc1ccccc1)Nc1ccc(N2CCOCC2)cc1
 : 0.1	4	1	3	14	2	-10	-2	10
COCCCN(C(=O)Nc1cccc(Cl)c1)C(C)c1ccccn1 (stereo not drawn)
 : 1.8	-3	9	-4	14	2	0	7	11
CCn1cc(C(=O)NCCCN2CCCC(C)C2)c(=O)c2cc(S(=O)(=O)N3CCOCC3)ccc21 (stereo not drawn)
 : 0.8	-8	-6	2	4	0	-1	-8	-7
CN(C(=O)c1ccccc1C(=O)OCC(=O)c1ccc(F)cc1)c1ccccc1
 : -2.4	2	7	-1	-5	4	-2	-6	1
CC1CC(C)CN(C(=O)Cc2c(C(=O)O)[nH]c3ccc(Cl)cc23)C1 (stereo not drawn)
 : 1.1	-5	18	0	16	18	2	7	13
Cc1cccc(C(=O)NC(=S)NNC(=O)c2ccc(Cl)cc2)c1
 : 213*	90*	-17	-21	-16	171*	-148	30*	104*
Clc1ccc2nc(-c3ccccc3)c(Cc3ccsc3)n2c1
 : .	-1	7	2	16	.	.	-3	.
CCCCn1nnnc1C(c1ccccc1)N1CCN(c2c(Cl)cncc2Cl)CC1 (stereo not drawn)
 : .	-7	-6	-17	22	-1	.	2	15
Clc1ncnc2scc(C3COc4ccccc4O3)c12 (stereo not drawn)
 : -0.6	-5	10	5	17	-1	12	0	10
CC(C)C[C@H]1CNC(=S)N1C[C@H]1CCCN1C[C@H](Cc1ccc(O)cc1)N1C[C@H](CC(C)C)N(CCc2ccccc2)C1=S
 : .	-1	-9	-14	-2	0	.	12	1
NC(=O)c1ccsc1NC(=O)COC(=O)c1ccc([N+](=O)[O-])o1
 : -0.4	8	6	7	-9	11	-2	-2	-16
O=C(CNCCc1ccccc1)Nc1ccc(C(=O)N2CCCCC2)cc1
 : 4.5	1	5	4	0	46*	0	-5	-1
O=C1OC(c2cccc3c(F)cccc23)c2ccccc21 (stereo not drawn)
 : 2.9	0	4	0	-14	0	4	-3	-30
O=c1cc(CN2CCN(c3ccccc3)CC2)c2ccccc2o1
 : .	2	-3	6	14	3	.	1	-7
COc1ccc(Cc2nnc(Nc3ccc4c(c3)OCCO4)[nH]c2=O)cc1
 : -2.2	2	4	-5	13	2	17	7	8
COc1ccc(NC(=O)CCOc2cc(C)ccc2C)cc1S(=O)(=O)N1CCCCC1
 : 0.5	4	-3	-12	8	3	1	20	12
CCOC(=O)/C(C#N)=C1/C=CN(c2ccc(C)cc2)C=N1
 : -0.1	3	6	-4	25	4	11	0	-30
Cc1cccc(OC(=O)NCCOC(=O)N(O)c2ccc(Cl)cc2)c1
 : -3.7	7	16	-13	-5	2	-17	32*	12
